PKM2 activator – qHTS Assay for Activators of Human Muscle isoform 2 Pyruvate Kinase. purified PKM2, Kinase-Glo ATP luminescence, activation; response scale: 0% is enzyme alone, no compound. AID 1631, 2009. 0.34% of 260,000 active. Potency, µM (top dose mostly 57.5 µM), for the others: at the top dose activation, hits mostly activators; also: potency is read from the fitted curve at half-maximal effect; % is scaled to controls: 0 for no effect and ±100 for the full control effect; nearly all actives have a fitted effect of over 55% in size
Target sequence (P14618 whole entry, looked up, canonical isoform): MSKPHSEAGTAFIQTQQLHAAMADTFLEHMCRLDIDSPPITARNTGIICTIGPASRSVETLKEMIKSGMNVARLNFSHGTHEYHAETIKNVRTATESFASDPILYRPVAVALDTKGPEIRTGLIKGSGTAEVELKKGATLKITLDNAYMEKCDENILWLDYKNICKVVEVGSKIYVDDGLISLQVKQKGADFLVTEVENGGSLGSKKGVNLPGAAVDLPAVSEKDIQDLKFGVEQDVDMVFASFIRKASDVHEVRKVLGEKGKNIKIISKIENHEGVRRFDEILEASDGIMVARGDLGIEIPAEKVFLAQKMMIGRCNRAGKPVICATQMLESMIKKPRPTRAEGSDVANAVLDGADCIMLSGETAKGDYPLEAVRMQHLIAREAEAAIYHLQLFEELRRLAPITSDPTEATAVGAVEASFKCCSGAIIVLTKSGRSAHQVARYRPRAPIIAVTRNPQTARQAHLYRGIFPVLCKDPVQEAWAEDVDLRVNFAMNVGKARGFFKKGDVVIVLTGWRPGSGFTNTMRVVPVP
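ATP formation by purified human PK-M2, quantified via coupled luciferase luminescence after 1 h at room temperature with 0.1 mM ADP and 0.5 mM PEP final.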
Giardia killer – Small Molecules that selectively kill Giardia lamblia: qHTS; 0.15% of 340,000 active; activity change, % at 7.66 µM, hits read low; Giardia lamblia trophozoite viability; in the data active = activity change below about -80%; inconclusive = between about -30% and that limit;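 also: parasites exposed to compound for two days anaerobically before the ATP read; % is scaled to controls: 0 for no effect and ±100 for the full control effect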
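Trophozoite viability was measured as ATP-dependent luminescence, read 15-30 min after reagent addition. Before that, parasites at 100 cells/well were exposed to compounds for 48 h, anaerobically, at 37 deg C.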
FBPA coupling cs – qHTS Assay for Inhibitors of Fructose-1,6-bisphosphate Aldolase from Giardia Lamblia: Coupling assay counterscreen; coupling enzyme system counterscreen, AmpLite Red fluorescence; activity change, negative = inhibition, % at 58.2 µM, hits read low; 0.67% of 290,000 active; AID 2472, 2010; in the data active = activity change below about -30%; also: % is scaled to controls: 0 for no effect and ±100 for the full control effect
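Final compound at 57.5 uM, incubated 10 min at RT with coupling enzyme reagent (glyceraldehyde-3-phosphate), then 20 min with substrate and AmpLite Red detection. Fluorescence read at 525/598 nm; tests interference with the coupling assay, not aldolase inhibition.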
CXXC DNA block – qHTS Fluorescence Polarization Assay for Inhibitors of MLL CXXC domain - DNA interaction; 0.037% of 290,000 active; Potency, µM (highest dose often 115 µM), for the others: at the top dose activity change, negative = inhibition, usual class: inhibitors; Histone-lysine N-methyltransferase 2A (Homo sapiens), Q03164; MLL-CXXC / FITC-HOXA9 DNA fluorescence polarization; active = well fitted inhibition curve with a large enough effect in the polarisation, with a control signal flat, not every such curve was filed as active; inconclusive = small, poorly fitted or top-dose-only effect, or effect the other way, or a change in a side signal; inactive = no such curve, though single readings can be large or run the other way; the % refers to the polarisation; also: potency is read from the fitted curve at half-maximal effect
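Purified MLL-CXXC (added from a 7 uM solution) was preincubated 5 min at ambient with pinned compounds in 50 mM Tris-HCl pH 7.5, 50 mM NaCl, 1 mM DTT, 0.05% BSA. Fluorescein-labeled HOX-A9 DNA (50 nM solution) followed, 30 min, then polarization read.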
GALK inhibitor – qHTS Assay for Inhibitors of Human Galactokinase (GALK); Potency, µM (titrated, usually from 57.5 µM), inactives show at the top dose activity change, negative = inhibition, most hits filed as inhibitors; AID 1868, 2009; Purified GALK, Kinase-Glo residual ATP luminescence; 0.007% of 270,000 active; also: potency is read from the fitted curve at half-maximal effect; % is scaled to controls: 0 for no effect and ±100 for the full control effect
Target sequence (P51570 whole entry, looked up): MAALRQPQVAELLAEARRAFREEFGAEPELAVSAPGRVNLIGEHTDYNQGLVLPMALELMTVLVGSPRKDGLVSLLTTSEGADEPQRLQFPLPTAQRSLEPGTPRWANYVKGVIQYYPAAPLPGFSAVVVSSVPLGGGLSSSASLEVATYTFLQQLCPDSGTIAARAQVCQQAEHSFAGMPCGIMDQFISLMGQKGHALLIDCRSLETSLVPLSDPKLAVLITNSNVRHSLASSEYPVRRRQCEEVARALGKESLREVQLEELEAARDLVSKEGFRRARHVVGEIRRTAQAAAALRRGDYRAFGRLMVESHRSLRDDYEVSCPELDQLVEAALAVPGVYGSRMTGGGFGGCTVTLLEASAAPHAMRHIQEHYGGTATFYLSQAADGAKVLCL
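The enzyme phosphorylates galactose (100 uM) using ATP (35 uM); inhibition is detected as higher residual ATP, quantified by bioluminescence after 1 h reaction at room temperature, pH 8.0.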
B2AR arrestin – qHTS assay of beta-arrestin-biased ligands of beta2-adrenergic receptor; AID 492947, 2010; Beta-2 adrenergic receptor (Homo sapiens), P07550; beta-arrestin recruitment to beta2AR, cell-based reporter; Potency, µM (titrated, usually from 46.1 µM), inactives show top-dose activation, usual class: activators; 0.02% of 330,000 active;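 also: potency is read from the fitted curve at half-maximal effect; 0% = DMSO controls and full agonism = EC100 isoproterenol or metaproterenol; nearly all actives have a fitted effect of over 65% in size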
TRPV1 agonist – HTS Assay for Compounds that Act as Agonists of the Vanilloid Receptor 1; Transient receptor potential cation channel subfamily V member 1 (Homo sapiens), Q8NER1; TRPV1-expressing cells, Fluo-8 calcium influx, agonist mode; activation, % at 8.33 µM; 0.19% of 320,000 active; in the data active = activation above about 80%; inconclusive = between about 30% and that limit; also: 0% is about no effect
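TRPV1-expressing cells were cultured overnight at 35.5C and loaded with Fluo-8 calcium dye for 40 to 90 min at room temperature. After a 10 s baseline, compound was added and calcium influx was read kinetically for 3 min (ex 480/em 520 nm).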
Menin-MLL TR inh – qHTS Assay for Inhibitors Targeting the Menin-MLL Interaction in MLL Related Leukemias: Competition With Texas Red Labeled MLL-derived Mutant Peptide. O00255. Menin + Texas Red MLL mutant peptide, fluorescence polarization. Potency, µM (highest dose often 61.6 µM), without a hit: top-dose FP activity change, negative = inhibition, hits mostly inhibitors. 0.23% of 270,000 active. AID 1768, 2009; active = well fitted inhibition curve with a large enough effect in the polarisation, with a control signal flat, not every such curve was filed as active; inconclusive = small, poorly fitted or top-dose-only effect, or effect the other way, or a change in a side signal; inactive = no such curve, though single readings can be large or run the other way; the % refers to the polarisation; also: potency is read from the fitted curve at half-maximal effect; % of control where 0% means no effect; many of its hits are not listed in these tables
USP2a inh – qHTS Assay for Inhibitors of Ubiquitin-specific Protease USP2a Using CHOP2 as the Reporter | USP2 core, Ub-CHOP2 coupled fluorogenic reporter, 485/531 | 0.01% of 330,000 active | AID 463254, 2010 | Potency, µM (doses to about 38.3 µM), inactives show at the highest dose activity change, negative = inhibition, hits mostly inhibitors;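 also: potency is read from the fitted curve at half-maximal effect; plate controls were DMSO wells for no effect and full inhibition by NEM control for full effect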
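Deubiquitinase activity read as fluorescence (485/531 nm) after Ub-CHOP2 cleavage activates the enterokinase reporter on its substrate; USP2 core 10nM, Ub-CHOP2 and substrate 25nM each, 30min compound preincubation then 60min RT; data normalized to NEM, curves fitted.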
hERG WT inh – qHTS for Inhibitors of KCHN2 3.1: Wildtype qHTS | 0.37% of 340,000 active | AID 720551, 2013 | U2OS, BacMam KCNH2, thallium flux FluxOr; hits give low values | activity change, % at 1.84 µM | Voltage-gated inwardly rectifying potassium channel KCNH2 (Homo sapiens), Q12809;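 active = maximum activity change below -70%; inconclusive = maximum activity change between -70% and -50%; inactive = maximum activity change above -50%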; also: % is scaled to controls: 0 for no effect and ±100 for the full control effect
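U2OS cells transduced with wild-type KCNH2 virus are loaded with FluxOr dye for 45 min, and thallium flux is measured in kinetic reads before and after stimulation buffer. Rate constants are normalized to DMSO controls.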
KCNH2 3.1 block – qHTS for Inhibitors of KCHN2 3.1: Mutant qHTS; 0.95% of 340,000 active; U2OS KCNH2 3.1, thallium flux FluxOr; hits give low values; Potassium voltage-gated channel subfamily H member 2, brain isoform KCNH2 3.1 (human); activity change, % (tested at about 1.8 µM); AID 720553, 2013;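 active = maximum activity change below -70%; inconclusive = maximum activity change from -70% to -50%; inactive = maximum activity change above -50%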;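 also: thallium influx rate constant from kinetic fluorescence after stimulation buffer; % is scaled to controls: 0 for no effect and ±100 for the full control effect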
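Thallium flux read-out: FluxOr dye with Red40 quencher in HBSS/HEPES, 45 min at RT. Rate constants from kinetic reads were normalized to positive and negative DMSO controls. Cells: U2OS virally expressing the 3.1 isoform.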
The depositor's hits bear a star; u = inconclusive; x = not tested or not shown; [ ] = dose if it differs, or a comment. Unless noted, calls follow the shape of the dose curve; as a rule, active = well fitted curve in the direction sought with a large enough effect; inconclusive = small, poorly fitted or top-dose-only effect, or another doubt; inactive = no such curve, though single readings can be large; an effect the other way counts as inactive or inconclusive. Only part of the results is shown. The share of hits here may be higher or lower than overall.

SMILES | PKM2 activator | Giardia killer | FBPA coupling cs | CXXC DNA block | GALK inhibitor | B2AR arrestin | TRPV1 agonist | Menin-MLL TR inh | USP2a inh | hERG WT inh | KCNH2 3.1 block
CCN(C(=O)c1c(OC)cccc1OC)c1nnc(-c2cccnc2)s1 | 2% | 1 | 1 | 5% | -2% | -0.4% | -1 | 29% | 1% | -27 | -22
O=C(CSCc1ccccc1Cl)Nc1c[nH]c(=O)[nH]c1=O | 2% | 9 | -8 | 14% | 2% | -0.6% | -3 | -30% | 1% | 5 | 2
Cc1ccc(/C=C/C(=O)NC(=S)Nc2ccccc2C(=O)NC2CCCCC2)cc1 | -4% | -8 | 0 | 1% | -1% | -1.1% | x | x | -1% | -7 | 7
CCOc1cc(CNS(=O)(=O)c2cn(C)cn2)cc(OCC)c1OCC | x | -11 | x | 48% | -7% | 0.3% | 0 | x | 3% | -12 | -9
COCCCNCCOc1ccc(C(C)(C)c2ccccc2)cc1 | 2% | 5 | 0 | 7% | 4% | -0.3% | 0 | -9% | 2% | 5 | -7
CC(NC(=O)c1ccccc1)C(=O)OCC(=O)N1c2ccccc2Sc2ccccc21 (stereo not given) | -6% | -25 | 4 | -9% | 0% | -0.9% | 15 | -3% | 3% | -2 | -5
CC(=O)Nc1ccc(NS(=O)(=O)c2cc(-c3n[nH]c(=O)c4ccccc34)ccc2C)cc1 | 2% | -5 | 2 | 11% | 0% | -0.3% | -2 | x | 0% | 2 | -1
CCOC(=O)Cc1csc(NS(=O)(=O)c2ccccc2)n1 | 19% | 23 | -2 | -9% | x | 0.2% | -2 | -27% | 9% | 0 | -2
COc1c2ccoc2nc2c(OC)c(O)ccc12 | -5% | -17 | 4 | -5% | 5% | -0.4% | 1 | 3% | 4% | -1 | 2
CCN1CCN(c2ccc(S(=O)(=O)N3CCCCC3)cc2NC(=O)c2sccc2C)CC1 | x | 12 | x | x | x | -0.7% | -1 | x | 1% | 20 | -8
CC(C)Cn1c(N)c(C(=O)CSc2nncs2)c(=O)n(C)c1=O | x | 15 | x | x | x | -0.2% | -1 | x | 4% | 5 | 7
Cc1ccc(C(NC(=O)N2CCOCC2)C(Cl)(Cl)Cl)cc1F (stereo not given) | 1% | 9 | 1 | -2% | -2% | 0.2% | u | -23% | -1% | -10 | 25
O=C1C(SCCO)=C(SCCO)C(=O)c2ccccc21 | x | 3 | -56* | 31%[activator] | x | -2.0% | 7 | x | 1% | 7 | 3
CCc1ccc(N(CC(=O)N2CCCCCC2)S(C)(=O)=O)cc1 | -13% | 16 | 0 | -5% | 0% | -0.9% | 2 | 2% | 0% | -2 | -30
Cc1ncc(CO)c(/C=N/NC(=O)c2ccoc2C)c1O | x | 27 | x | x | x | 0.0% | -1 | x | 0% | -4 | 1
Cc1ccc(N(CC(=O)Nc2ccc(F)c(Cl)c2)S(=O)(=O)c2c(C)noc2C)cc1 | 1% | -5 | 2 | -10% | 0% | -0.9% | -4 | u | 2% | 13 | -11
O=P(O)(CN1CCCCC1)CN1CCCCC1 | -2% | x | 4 | 6% | 0% | 0.1% | 2 | 1% | 2% | x | x
CCOc1ccc(/C=N/OCC(=O)Nc2ccc(OCc3ccccc3)cc2)cc1OC | -21% | 16 | 10 | u | 0% | 0.3% | -5 | -5% | -5% | -1 | -20
Cc1ccc(NC(=O)c2cccc(OC(F)F)c2)c(OC(F)F)c1 | -4% | 7 | 2 | 2% | 2% | -0.3% | 15 | 9% | -1% | -2 | -17
CCOC(=O)c1cn(CC)c2ccc(S(=O)(=O)N3CC(C)CC(C)C3)cc2c1=O (stereo not given) | 2% | 10 | 0 | -17% | 3% | 0.5% | 9 | u | 5% | 34 | 4
CC(Oc1ccc2c3c(c(=O)oc2c1)CCCC3)C(=O)NCCN1CCOCC1 (stereo not given) | x | 15 | 0 | 6% | 1% | -0.1% | -3 | 3% | 3% | 25 | 3
CC(=O)c1ccc(OC(=O)COc2ccccc2)cc1 | 21% | -1 | 4 | -10% | 5% | -0.9% | 7 | 1% | 0% | 3 | 3
O=C(Cn1nc(-c2ccc(Cl)cc2)ccc1=O)NCC1COCCO1 (stereo not given) | x | 1 | 3 | 2% | 0% | -0.7% | -1 | x | 0% | 1 | 0
O=c1c2c(nc3c(-c4ccccc4)c[nH]n13)CCC2 | -1% | 14 | 0 | -17% | -1% | 0.5% | -1 | 14% | -11% | 23 | -13
CCCN(CC(=O)Nc1ccc(Cl)cc1Cl)C(=O)/C=C/c1cc(OC)ccc1OC | 23% | 5 | 3 | 3% | -3% | 0.3% | 1 | 2% | -2% | -2 | 3

Reprinted from the part before: 4 compounds; new compounds follow.
SMILES | PKM2 activator | Giardia killer | FBPA coupling cs | CXXC DNA block | GALK inhibitor | B2AR arrestin | TRPV1 agonist | Menin-MLL TR inh | USP2a inh | hERG WT inh | KCNH2 3.1 block
CC(=O)c1ccc(OC(=O)COc2ccccc2)cc1 | 21% | -1 | 4 | -10% | 5% | -0.9% | 7 | 1% | 0% | 3 | 3
O=C(Cn1nc(-c2ccc(Cl)cc2)ccc1=O)NCC1COCCO1 (stereo not given) | x | 1 | 3 | 2% | 0% | -0.7% | -1 | x | 0% | 1 | 0
O=c1c2c(nc3c(-c4ccccc4)c[nH]n13)CCC2 | -1% | 14 | 0 | -17% | -1% | 0.5% | -1 | 14% | -11% | 23 | -13
CCCN(CC(=O)Nc1ccc(Cl)cc1Cl)C(=O)/C=C/c1cc(OC)ccc1OC | 23% | 5 | 3 | 3% | -3% | 0.3% | 1 | 2% | -2% | -2 | 3
O=C(Nc1ccc(SC(F)F)cc1)c1ccc(F)cc1 | 0% | -5 | -8 | -8% | 12% | 0.1% | u | 4% | 2% | 10 | -5
CC(=O)Oc1cccc(/C=C2\Sc3ccccc3C2=O)c1 | -10% | 0 | 0 | -1% | -15% | -0.3% | x | x | 8% | -10 | -6
COc1ccc(C(NC(=O)CC(C)C)NC(=O)CC(C)C)cc1OC | 0% | 5 | 0 | -6% | -1% | 0.2% | -2 | 18% | 1% | 2 | 3
CNc1ncc(C(=O)c2ccc(F)cc2)s1 | -7% | -15 | 0 | 3% | 0% | 0.0% | -1 | -9% | -2% | -1 | 3
COc1ccc(CCNC(=O)CSc2ncc(C(=O)Nc3ccccc3)c(=O)n2C)cc1 | x | 5 | x | x | x | -0.2% | -3 | x | 2% | 0 | -10
CC(C)N1C(=O)C(O)(C2COC(C)(C)CC2=O)c2ccccc21 (stereo not given) | -2% | 12 | -1 | 7% | -1% | -0.8% | 1 | 5% | 0% | 3 | 43
CCOC(=O)N1CCN(C(=O)CSc2nc(CC)nc3c2c(=O)n(C)c(=O)n3C)CC1 | 1% | -3 | 0 | -5% | -1% | -1.0% | x | x | 2% | u | 10
Cc1ccnc(NS(=O)(=O)c2ccc(NC(=O)C34CC5CC(C)(CC(C)(C5)C3)C4)cc2)n1 | -5% | -20 | -1 | u | 1% | 0.0% | 0 | -1% | 3% | 22 | 4
O=C(CN(C(=O)c1csnn1)c1ccccc1Cl)NC1CCCC1 | 0% | 2 | 1 | 2% | -1% | 0.4% | 0 | -10% | 3% | -2 | -4
CN=c1scc(-c2ccccc2F)n1/N=C/c1ccc(O)c(O)c1O | x | -103* | -47* | 21% | 12% | -0.2% | -3 | u | 13µM* | 3 | -12

Compound activity deposited in PubChem BioAssay by National Center for Advancing Translational Sciences (NCATS).
